USP2a block = qHTS Assay for Inhibitors of Ubiquitin-specific Protease USP2a Using CHOP2 as the Reporter | USP2 core, Ub-CHOP2 coupled fluorogenic reporter, 485/531 | Potency, µM (doses to about 38.3 µM), for the others: top-dose activity change, negative = inhibition, hits mostly inhibitors | hit rate 0.01% among 330,000;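 note: potency is the fitted concentration of half-maximal effect; plate controls were DMSO wells for no effect and full inhibition by NEM control for full effect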
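Deubiquitinase activity read as fluorescence (485/531 nm) after Ub-CHOP2 cleavage activates the enterokinase reporter on its substrate; USP2 core 10nM, Ub-CHOP2 and substrate 25nM each, 30min compound preincubation then 60min RT; data normalized to NEM, curves fitted.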
KCNH2 WT inh = qHTS for Inhibitors of KCHN2 3.1: Wildtype qHTS. hit rate 0.37% among 340,000. AID 720551, 2013. activity change, % at 1.84 µM. U2OS, BacMam KCNH2, thallium flux FluxOr; active compounds read low;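 active = maximum activity change below -70%; inconclusive = maximum activity change between -70% and -50%; inactive = maximum activity change above -50%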; note: % is set by controls: 0 for no effect and ±100 for the full control effect
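U2OS cells transduced with wild-type KCNH2 virus are loaded with FluxOr dye for 45 min, and thallium flux is measured in kinetic reads before and after stimulation buffer. Rate constants are normalized to DMSO controls.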
Giardia killer = Small Molecules that selectively kill Giardia lamblia: qHTS. Giardia lamblia trophozoite viability. hit rate 0.15% among 340,000. AID 540267, 2011. activity change, % at 7.66 µM, hits read low; in the data active = activity change below about -80%; inconclusive = between about -30% and that limit;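 note: parasites exposed to compound for two days anaerobically before the ATP read; % is set by controls: 0 for no effect and ±100 for the full control effect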
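Media and compound were dispensed first, then trophozoites at 100 cells/well; plates sat 48 hrs at 37 deg C without oxygen before ATP luminescence reagent was added and read after 15-30 min at room temperature.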
GALK inh = qHTS Assay for Inhibitors of Human Galactokinase (GALK) | P51570 | Purified GALK, Kinase-Glo residual ATP luminescence | hit rate 0.007% among 270,000 | Potency, µM (titrated, usually from 57.5 µM), inactives show top-dose activity change, negative = inhibition, hits mostly inhibitors; note: potency is the fitted concentration of half-maximal effect; % is set by controls: 0 for no effect and ±100 for the full control effect
Target sequence (P51570 whole entry, looked up): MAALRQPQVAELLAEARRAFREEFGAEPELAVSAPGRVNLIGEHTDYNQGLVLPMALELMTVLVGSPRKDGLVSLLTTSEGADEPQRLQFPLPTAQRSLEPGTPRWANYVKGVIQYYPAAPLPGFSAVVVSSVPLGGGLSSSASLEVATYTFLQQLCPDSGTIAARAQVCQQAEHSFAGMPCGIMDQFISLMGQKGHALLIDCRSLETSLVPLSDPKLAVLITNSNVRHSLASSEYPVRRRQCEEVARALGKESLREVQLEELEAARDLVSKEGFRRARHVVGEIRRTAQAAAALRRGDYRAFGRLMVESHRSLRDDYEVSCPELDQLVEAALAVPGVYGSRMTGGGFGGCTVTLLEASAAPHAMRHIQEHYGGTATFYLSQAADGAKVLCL
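GALK at 5 nM final was combined with compound, 35 uM ATP and 100 uM galactose in HEPES pH8.0 with MgCl2 and DTT. The reaction ran one hour at room temperature before luminescent ATP detection.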
Coupling enz = qHTS Assay for Inhibitors of Fructose-1,6-bisphosphate Aldolase from Giardia Lamblia: Coupling assay counterscreen; coupling enzyme system counterscreen, AmpLite Red fluorescence; AID 2472, 2010; hit rate 0.67% among 290,000; activity change, negative = inhibition, % at 58.2 µM, hits read low; in the data active = activity change below about -30%; note: % is set by controls: 0 for no effect and ±100 for the full control effect
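Final compound at 57.5 uM, incubated 10 min at RT with coupling enzyme reagent (glyceraldehyde-3-phosphate), then 20 min with substrate and AmpLite Red detection. Fluorescence read at 525/598 nm; tests interference with the coupling assay, not aldolase inhibition.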
Menin MLL FP TR = qHTS Assay for Inhibitors Targeting the Menin-MLL Interaction in MLL Related Leukemias: Competition With Texas Red Labeled MLL-derived Mutant Peptide; O00255; Menin + Texas Red MLL mutant peptide, fluorescence polarization; Potency, µM (highest dose often 61.6 µM), for the others: top-dose FP activity change, negative = inhibition, usual class: inhibitors; hit rate 0.23% among 270,000; active = well fitted inhibition curve with a large enough effect in the polarisation, with a control signal flat, not every such curve was filed as active; inconclusive = small, poorly fitted or top-dose-only effect, or effect the other way, or a change in a side signal; inactive = no such curve, though single readings can be large or run the other way; the % refers to the polarisation; note: potency is the fitted concentration of half-maximal effect; % of control where 0% means no effect; many of its hits are not listed in these tables
MLL CXXC-DNA inh = qHTS Fluorescence Polarization Assay for Inhibitors of MLL CXXC domain - DNA interaction | Histone-lysine N-methyltransferase 2A (Homo sapiens), Q03164 | MLL-CXXC / FITC-HOXA9 DNA fluorescence polarization | Potency, µM (series often up to 115 µM), inactives show at the top dose activity change, negative = inhibition, actives largely listed as inhibitors | hit rate 0.037% among 290,000; active = well fitted inhibition curve with a large enough effect in the polarisation, with a control signal flat, not every such curve was filed as active; inconclusive = small, poorly fitted or top-dose-only effect, or effect the other way, or a change in a side signal; inactive = no such curve, though single readings can be large or run the other way; the % refers to the polarisation; note: potency is the fitted concentration of half-maximal effect
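Fluorescence polarization: 7 uM MLL-CXXC (stock) preincubated 5 min with compounds, then 50 nM fluorescein-HOX-A9 DNA (stock) added; 30 min ambient. Buffer 50 mM Tris-HCl pH 7.5, 50 mM NaCl, 1 mM DTT, 0.05% BSA.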
KCNH2 3.1 inh = qHTS for Inhibitors of KCHN2 3.1: Mutant qHTS; activity change, % (tested at about 1.8 µM); hit rate 0.95% among 340,000; Potassium voltage-gated channel subfamily H member 2, brain isoform KCNH2 3.1 (human); U2OS KCNH2 3.1, thallium flux FluxOr; active compounds read low;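 active = maximum activity change below -70%; inconclusive = maximum activity change from -70% to -50%; inactive = maximum activity change above -50%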;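 note: thallium influx rate constant from kinetic fluorescence after stimulation buffer; % is set by controls: 0 for no effect and ±100 for the full control effect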
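Measured as rate of thallium-driven FluxOr signal in transduced U2OS cells carrying the 3.1 channel, read kinetically for 2 min upon stimulation; values are rate constants scaled to DMSO control wells.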
PKM2 act = qHTS Assay for Activators of Human Muscle isoform 2 Pyruvate Kinase. Pyruvate kinase PKM (Homo sapiens), P14618. Potency, µM (doses to about 57.5 µM), for inactives: top-dose activation, usual class: activators. hit rate 0.34% among 260,000. purified PKM2, Kinase-Glo ATP luminescence, activation; response scale: 0% is enzyme alone, no compound; note: potency is the fitted concentration of half-maximal effect; % is set by controls: 0 for no effect and ±100 for the full control effect; nearly all actives have a fitted effect of over 55% in size
Target sequence (P14618 whole entry, looked up, canonical isoform): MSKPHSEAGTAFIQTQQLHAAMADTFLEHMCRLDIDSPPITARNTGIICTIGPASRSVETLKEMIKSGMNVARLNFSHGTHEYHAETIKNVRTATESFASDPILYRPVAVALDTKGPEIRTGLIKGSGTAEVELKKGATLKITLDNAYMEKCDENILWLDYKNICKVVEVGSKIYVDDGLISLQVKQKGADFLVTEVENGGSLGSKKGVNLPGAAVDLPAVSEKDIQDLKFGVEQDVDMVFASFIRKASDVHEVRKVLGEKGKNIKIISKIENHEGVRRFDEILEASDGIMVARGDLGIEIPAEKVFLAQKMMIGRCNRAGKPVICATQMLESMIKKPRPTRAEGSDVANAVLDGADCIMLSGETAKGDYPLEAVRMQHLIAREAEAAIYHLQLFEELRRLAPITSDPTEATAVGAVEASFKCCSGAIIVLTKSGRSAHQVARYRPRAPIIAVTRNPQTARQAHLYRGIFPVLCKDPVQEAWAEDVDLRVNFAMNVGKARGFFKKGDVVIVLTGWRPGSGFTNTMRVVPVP
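hPK-M2, >95% pure; 0.1 mM ADP / 0.5 mM PEP final; imidazole pH7.2 buffer w/ 7 mM MgCl2, 50 mM KCl; 1 h RT; Kinase-Glo lum. Intermediate enzyme activity for dual inhibitor/activator qHTS.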
TRPV1 agonist = HTS Assay for Compounds that Act as Agonists of the Vanilloid Receptor 1; Transient receptor potential cation channel subfamily V member 1 (Homo sapiens), Q8NER1; TRPV1-expressing cells, Fluo-8 calcium influx, agonist mode; activation, % at 8.33 µM; hit rate 0.19% among 320,000; AID 540275, 2011; in the data active = activation above about 80%; inconclusive = between about 30% and that limit; note: 0% is about no effect
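Fluo-8 calcium influx in TRPV1-expressing cells, kinetic read (ex 480/em 520 nm). Compound added and read 3 min for agonist activity, followed by capsaicin at EC20 final and 2 min further read for enhancement.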
B2AR arrestin = qHTS assay of beta-arrestin-biased ligands of beta2-adrenergic receptor | hit rate 0.02% among 330,000 | beta-arrestin recruitment to beta2AR, cell-based reporter | Beta-2 adrenergic receptor (Homo sapiens), P07550 | AID 492947, 2010 | Potency, µM (highest dose often 46.1 µM), inactives show at the highest dose activation, usual class: activators;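 note: potency is the fitted concentration of half-maximal effect; 0% = DMSO controls and full agonism = EC100 isoproterenol or metaproterenol; nearly all actives have a fitted effect of over 65% in size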
Active calls of the source: *; ? = inconclusive; . = no result given; [ ] = remark or other dose. Unless noted, calls come from the whole dose curve; as a rule, active = well fitted curve in the direction sought with a large enough effect; inconclusive = small, poorly fitted or top-dose-only effect, or another doubt; inactive = no such curve, though single readings can be large; an effect the other way counts as inactive or inconclusive. An excerpt. The share of hits here may be higher or lower than overall.

The first 7 compounds (preview)
SMILES	USP2a block	KCNH2 WT inh	Giardia killer	GALK inh	Coupling enz	Menin MLL FP TR	MLL CXXC-DNA inh	KCNH2 3.1 inh	PKM2 act	TRPV1 agonist	B2AR arrestin
CCn1cc2nc(SCC(=O)Nc3ccc(F)cc3F)n(Cc3ccccc3)c(=O)c2n1	-2%	-1	?	0%	2	2%	-5%	-9	5%[0.46 µM]	-1	4.1%
CSC1=N/C(=C\c2ccc(Br)o2)C(=O)S1	-2%	7	4	-2%	3	19%	10%	-3	-1%	0	-3.0%
CC1CCCN(S(=O)(=O)c2cccc([N+](=O)[O-])c2)C1 (stereo not given)	3%	6	-3	4%	3	10%	-4%	.	6%	-2	-1.0%
CC(C)c1nnc(NC(=O)c2nc(S(=O)(=O)Cc3ccccc3)ncc2Cl)s1	-1%	0	-20	-3%	.	.	1%	13	.	0	-1.5%
O=C(CC(c1cccs1)S(=O)(=O)c1ccccc1)c1ccc(F)cc1 (stereo not given)	1%	2	2	.	0	?	5%	-16	-14%	26	-1.8%
CC1CN(CCC(=O)Nc2ccccc2F)CC(C)O1 (stereo not given)	0%	-5	-21	-1%	2	5%	-10%	10	-3%[11.5 µM]	0	1.3%
CS(=O)(=O)N1CCc2cc(C(=O)Nc3ccc(Br)cc3)ccc21	2%	-4	17	0%	1	?	22%	-7	.	88*	0.1%

The listing, previewed entries included:
SMILES	USP2a block	KCNH2 WT inh	Giardia killer	GALK inh	Coupling enz	Menin MLL FP TR	MLL CXXC-DNA inh	KCNH2 3.1 inh	PKM2 act	TRPV1 agonist	B2AR arrestin
CCn1cc2nc(SCC(=O)Nc3ccc(F)cc3F)n(Cc3ccccc3)c(=O)c2n1	-2%	-1	?	0%	2	2%	-5%	-9	5%[0.46 µM]	-1	4.1%
CSC1=N/C(=C\c2ccc(Br)o2)C(=O)S1	-2%	7	4	-2%	3	19%	10%	-3	-1%	0	-3.0%
CC1CCCN(S(=O)(=O)c2cccc([N+](=O)[O-])c2)C1 (stereo not given)	3%	6	-3	4%	3	10%	-4%	.	6%	-2	-1.0%
CC(C)c1nnc(NC(=O)c2nc(S(=O)(=O)Cc3ccccc3)ncc2Cl)s1	-1%	0	-20	-3%	.	.	1%	13	.	0	-1.5%
O=C(CC(c1cccs1)S(=O)(=O)c1ccccc1)c1ccc(F)cc1 (stereo not given)	1%	2	2	.	0	?	5%	-16	-14%	26	-1.8%
CC1CN(CCC(=O)Nc2ccccc2F)CC(C)O1 (stereo not given)	0%	-5	-21	-1%	2	5%	-10%	10	-3%[11.5 µM]	0	1.3%
CS(=O)(=O)N1CCc2cc(C(=O)Nc3ccc(Br)cc3)ccc21	2%	-4	17	0%	1	?	22%	-7	.	88*	0.1%
CC1CCCCN1C(=O)CCc1nnc(Cc2c[nH]c3ccccc23)o1 (stereo not given)	3%	2	9	2%	0	1%	2%	10	-2%	1	0.3%
CCCCOC(=O)c1ccccc1N1C(=O)C2C3CCC(C3)C2C1=O (stereo not given)	5%	-7	-3	2%	2	-2%	4%	6	4%	24	-0.7%
Cc1ccc(NC(=O)CSc2nc3[nH]ncc3c(=O)[nH]2)c(C)c1	0%	-7	8	0%	6	13%	-10%	12	12%	2	0.1%
O=C(c1ccc(CSc2ccc(Cl)cc2)cc1)N1CCOCC1	1%	.	7	9%	-1	-22%	4%	-13	3%	18	0.0%
O=C(COc1ccc(-c2ccccc2)cc1)N/N=C/c1cccnc1	-1%	17	5	-3%	.	.	-5%	?	.	6	0.2%
Cc1cc(NCCCN(C)C)n2c(nc3ccccc32)c1C#N	7%	-2	-7	-5%	0	-6%	7%	3	.	-1	0.3%
CCOc1cc(C=O)ccc1OCCn1c([N+](=O)[O-])cnc1C	1%	19	?	-1%	0	0%	25%	-3	.	1	0.2%
COc1ccc(Nc2nc(C(=O)NCc3ccco3)cs2)cc1	6%	9	-25	-2%	2	.	9%	10	-1%	?	0.2%
CC(C)(C)c1nc2scc(-c3ccc(Cl)cc3)c2c(=O)o1	4%	-7	-29	-2%	5	.	0%	-82*	5%	-3	0.0%
CCC(C(=O)Nc1ccncc1)c1ccccc1 (stereo not given)	2%	19	-4	3%	2	4%	4%	-8	11%	-1	-0.8%
Nc1nc(Nc2ccccc2F)nc(N2CCCC2)c1[N+](=O)[O-]	-1%	-17	?	1%	0	6%	1%	-1	.	0	-0.2%
O=C(C1CCC1)N1CCc2cc(S(=O)(=O)NC3CCCc4ccccc43)ccc21 (stereo not given)	3%	-6	5	-4%	2	?	-5%	1	-7%	-1	-0.1%
OCCN1CCN(C(=S)c2ccc(Cl)c(Cl)c2)CC1	0%	10	17	0%	-32*	8%	22%	0	-12%	?	-0.1%
O=C(NCc1ccccn1)C1CCC(=O)N(Cc2ccc(Cl)cc2)C1 (stereo not given)	2%	3	-2	-4%	-3	1%	3%	-13	.	1	0.3%
C=CC[C@H](CC(=O)OC(C)(C)C)C(=O)OC[C@@H]1CCCN1C(=O)[C@@H](CC=C)CC(=O)N[C@H](CO)Cc1ccccc1	3%	-6	2	.	.	.	.	-4	.	.	-0.1%
Cc1ccsc1/C=C1/SC(N2CCOCC2)=NC1=O	0%	.	.	-1%	-2	-15%	0%	.	-15%	8	0.3%
COc1ccc(Br)cc1CN(C)C(=O)C1CC(=O)N(C2CCCC2)C1 (stereo not given)	-2%	3	0	.	.	.	.	6	.	.	-0.1%
CC(Nc1cccc(F)c1)C(=O)Nc1ccc(S(N)(=O)=O)cc1 (stereo not given)	0%	3	9	1%	-1	0%	-1%	4	-10%	0	0.2%
SMILES	USP2a block	KCNH2 WT inh	Giardia killer	GALK inh	Coupling enz	Menin MLL FP TR	MLL CXXC-DNA inh	KCNH2 3.1 inh	PKM2 act	TRPV1 agonist	B2AR arrestin
O=C(O)C(CCCCN1C(=O)c2ccccc2C1=O)N1C(=O)c2ccccc2C1=O (stereo not given)	-5%	5	-5	6%	4	5%	2%	0	10%	2	-1.6%
COc1ccc(OC)c(NC(=O)CCN2CCN(Cc3ccccc3)CC2)c1	2%	19	8	1%	-6	-4%	1%	17	1%	-1	0.6%
Cn1c(NC(=O)c2ccc(S(=O)(=O)N3CCCCC3)cc2)cc(=O)n(C)c1=O	5%	3	30[activator]	3%	1	-7%	3%	-4	-9%	-1	-1.4%
O=C(Oc1cccc2cccnc12)c1cccc(-n2cnnn2)c1	0%	-1	-12	0%	1	1%	-2%	-2	8%	2	0.6%
Fc1ccc2c(c1)C1OCCCC1C(c1ccccc1)N2 (stereo not given)	1%	7	-2	.	-2	7%	3%	1	-2%	1	-1.4%
CCOc1cc(C2C(C(=O)OC(C)C)=C(C)NC3=C2C(=O)CCC3)cc([N+](=O)[O-])c1O (stereo not given)	4%	-7	-6	0%	0	13%	-6%	2	0%	2	0.3%
COc1ccc(C2CCCN2C(=O)c2cccs2)cc1 (stereo not given)	1%	-2	-11	-1%	3	-8%	-1%	11	2%	-3	0.5%
CC(=O)NC(Cc1c[nH]c2ccccc12)C(=O)O (stereo not given)	6%	-2	10	-1%	2	9%	1%	0	-1%	-1	-0.5%
CCOc1ccc(-c2c(C(=O)N/N=C/C3CCCCC3)nnn2-c2nonc2N)cc1	1%	0	-13	7%	0	50%[activator]	-14%	18	1%[0.46 µM]	9	0.2%
CCOc1ccc(CCNC(=O)CCC(=O)N2CCOc3ccccc32)cc1OCC	2%	-18	-5	.	2	8%	.	-15	0%	-1	0.0%
CC(C)c1ccc(S(=O)(=O)/N=C2\C=C(NS(=O)(=O)c3ccccc3)C(=O)c3ccccc32)cc1	-29%	-5	-6	0%	-32*	-4%	-13%	12	.	-3	-0.3%
